TAG inh: inhibitors of triacylglycerol accumulation; inhibition, % at 12.5 µM; H9c2 cells, Nile Red lipid (TAG) fluorescence; cells loaded with 200 µM oleic acid; 0.66% of 230,000 active; AID 651582;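 active means pattern-corrected inhibition of lipid staining of at least 50% with the nuclear-stain viability signal not falling by more than 50%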;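 further: 0% = DMSO wells and 100% = triacsin C control wells; some results filed as inactive read as strong as hits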
TAG inh DAPI viability: also measured in TAG inh; calls as there; DAPI nuclei signal change (viability), lower = more cytotoxic, %;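 whole-well DAPI fluorescence read on a plate reader as a viability signal; minus 50 percent equals half of cells still viable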
Active calls of the source: *. Not all compounds are listed; the hit share may differ from the screen's.

SMILES	TAG inh	TAG inh DAPI viability
Oc1ccc(O)c2c1C1(Cl)C(Cl)=C(Cl)C2(Cl)C1(Cl)Cl	0.4	1.3
CC12CC[C@H]3[C@@H](CCC4(O)C[C@H](O)CCC34/C=N/NC(=O)c3ccc(O)cc3)C1(O)CCC2C1=CC(=O)OC1 (stereo partly specified)	-4.3	4.4
Cc1ccc(N2C(=O)NC(=O)/C(=C/c3ccc(-c4ccc(C(=O)O)c(Cl)c4)o3)C2=O)cc1	-2.0	7.6
O=c1[nH]c(O)c(N=Nc2ccc(S(=O)(=O)N3CCOCC3)cc2)c(=O)[nH]1	-1.4	-1.9
CC(=O)c1cccc(OCC(O)CN2CC=C(c3ccccc3)CC2)c1 (stereo unspecified)	9.7	9.0
COC(=O)C1=C(c2ccccc2)C[C@@H]2CC[C@H]1N2C(=O)N1CCC(O)CC1	-34.0	3.3
C=CCC1(Cc2ccsc2)C(=O)NC(=O)NC1=O	15.3	4.1
CC/C(=N\N1CCCCCC1)c1c(O)n(-c2ccccc2C)c(=O)[nH]c1=O	-12.0	0.0
CCN1CCC(O)(c2ccccc2)C(C(=O)c2ccccc2)C1 (stereo unspecified)	2.9	-10.3
C=C1N2CCC(CC2)C1(O)c1ccccc1C (stereo unspecified)	0.0	-6.4
O=C(C[N+]12CCN(CC1)CC2)NCCc1ccc(Cl)cc1Cl	0.4	-9.6
CCOC(=O)C(NC(=O)CC)(Nc1ccc(C(O)(C(=O)OCC)C(F)(F)F)cc1C)C(F)(F)F (stereo unspecified)	55.4*	0.6*
CC(=NCc1ccco1)c1c(O)n(-c2ccc(Cl)cc2)c(=O)[nH]c1=O	1.2	10.4
Cc1ccc(-n2c(O)c(C=Nc3ccc(S(=O)(=O)N(C)C)cc3)c(=O)[nH]c2=O)cc1	-7.8	1.4
Cc1sc2ncn(CC(=O)NCC(=O)N3CCC4(CC3)OCCO4)c(=O)c2c1C	5.4	-0.9
CCCNc1nc(OC)nc(N2CC3CC(C2)c2cccc(=O)n2C3)n1 (stereo unspecified)	-5.5	-8.4
Cc1cc(Br)c(NC(=O)CN2CC=C(c3ccccc3)CC2)c(Br)c1	-7.0	21.5
CCc1c(C)nc(N)nc1N1N=C1SC	2.4	-6.9
CCC(CO)(C(=O)OC1C[N+]2(C)CCC1CC2)c1ccccc1 (stereo unspecified)	7.2	-13.6
Cc1n[nH]c(C)c1CCN	-6.0	4.0
O=c1[nH]c2ccccc2c(=O)n1-c1ccc(Cl)cc1Cl	-5.4	-4.7
CCOC(=O)[C@@]1(C#N)[C@@H]2C=CC(C(N)=O)=CN2[C@@H](C(N)=O)[C@@H]1c1cccc(Cl)c1	3.7	-2.9
C[C@]12CCC3C(CC[C@H]4C[C@@H](O)CC[C@]34C)C1CC[C@@H]2N (stereo partly specified)	0.4	-9.8
O=c1c2ccccc2nc(Cc2cccc([N+](=O)[O-])c2)n1-c1ccc(O)cc1	4.7	-10.1
CCN(CC)C(=O)c1ccc(NC(=O)c2sccc2-c2ccccc2)cc1	3.6	63.8

Some of the entries above, set out differently.
Cc1sc2ncn(CC(=O)NCC(=O)N3CCC4(CC3)OCCO4)c(=O)c2c1C
  TAG inh: 5.4
  TAG inh DAPI viability: -0.9

CCCNc1nc(OC)nc(N2CC3CC(C2)c2cccc(=O)n2C3)n1 (stereo unspecified)
  TAG inh: -5.5
  TAG inh DAPI viability: -8.4

Cc1cc(Br)c(NC(=O)CN2CC=C(c3ccccc3)CC2)c(Br)c1
  TAG inh: -7.0
  TAG inh DAPI viability: 21.5

CCc1c(C)nc(N)nc1N1N=C1SC
  TAG inh: 2.4
  TAG inh DAPI viability: -6.9

Next part:
SMILES	TAG inh	TAG inh DAPI viability
CNCCc1c(C)n[nH]c1C	-0.3	-0.9
CCOc1cc(C=C2C(=O)NC(=S)NC2=O)ccc1O	-1.6	7.8
CC(C)(C)[C@]1(O)C[C@@H]2OC(=O)C[C@@]23C(=O)O[C@@H]2OC(=O)[C@H](O)[C@]213	7.5	-7.1
CC1CCN(CC(=O)c2ccc3c(c2)OCCO3)CC1	-12.2	8.5
CCCCNC(=S)N1CCn2cccc2C1c1cccnc1 (stereo unspecified)	-1.1	-0.4
O=c1c2ccccc2nc(/C=C/c2ccco2)n1-c1ccccc1O	-17.7	13.5
N#Cc1ncc(N=Cc2ccc(N(CCCl)CCCl)cc2)s1	14.0	-8.0
CCOc1ccc(-n2c(O)c(N=Nc3c(C)n(C)n(-c4ccccc4)c3=O)c(=O)[nH]c2=O)cc1	-6.6	8.3
CN1CCN(c2ncnc3ccc(Br)cc23)CC1	-7.3	13.0
CN1C(=O)C(Cc2ccccc2)C(=O)N(C)C1=O	12.1	-11.9
OCC[N+]12CCC(CC1)C(C(O)(c1ccccc1)c1ccccc1)C2 (stereo unspecified)	-3.1	7.2
O=C1/C(=C\c2ccc(Cl)cc2Cl)N2CCC1CC2	-7.4	0.0
CN(C)c1ccc(/C=C2\C(=O)NC(=O)N(CCc3ccc(F)cc3)C2=O)cc1	3.8	1.0
O=C(Nc1ccc2ccccc2c1)N1C[C@H]2C[C@@H](C1)c1cccc(=O)n1C2	-11.7	11.6
CCOC(=O)C1(c2ccccc2)CCN(CCC(=O)Nc2ccc(C(=O)OC)cc2)CC1	0.5	12.8
CC(=O)N1CN2CN(C(C)=O)CC(C(=O)c3ccc([N+](=O)[O-])cc3)(C2)C1	-16.1	3.2
O=P1(Nc2cccnc2)COc2ccccc2OC1	21.0	-10.2
COc1ccc(Cl)cc1NC1=NCC(C)S1 (stereo unspecified)	-15.2	14.9
COc1ccc(Cn2c(O)c(/C=N/NC(=O)c3ccccc3)c(=O)[nH]c2=O)cc1	8.0	-1.2
CN1C(=O)C(Cc2cccc3ccccc23)C(=O)N(C)C1=O	-11.1	13.3
Clc1cccc(Cl)c1NC1=NCCS1	6.6	-3.5
N[C@@H](Cn1oc(=O)[nH]c1=O)C(=O)O	-5.0	1.8
O=P(Oc1ccccc1)(Oc1ccccc1)c1ccccc1	-19.7	7.9
CCOC(=O)C1(CCOc2ccccc2)CCN(C2Cc3ccccc3C2)CC1	4.2	20.2
CS(=O)(=O)c1ccc(C2=C(CNC(=O)c3cccnc3)[C@H]3CC[C@@H](C2)N3Cc2ccco2)cc1	6.1	5.9
The results go on:
SMILES	TAG inh	TAG inh DAPI viability
CC(O)C1C=CC=CC(=O)OC2CC3OC4C5OC5(C)C(O)CC4(COC(=O)C(O)C(C)CCO1)C2(C)C31CO1 (stereo unspecified)	112.8	-86.9
CCC12CN3CCN(CC(C3)/C1=N/NC(=O)c1ccncc1)C2	2.1	-3.6
CN1C(=O)N(C)C(=O)C2(Cc3ccccc3N3CCOCC32)C1=O (stereo unspecified)	-7.6	-3.5
O=C1c2cccc3cccc(c23)C(=O)N1/N=C/c1c(O)n(-c2ccccc2)c(=O)[nH]c1=O	-1.9	-4.1
C[N+]1(C)C2CC[C@H]1CC(OC(=O)C(CO)c1ccccc1)C2 (stereo partly specified)	7.8	-9.1
CCOC(=O)C(O)(c1ccc(NC(=O)c2ccc(Cl)c(Cl)c2)cc1)C(F)(F)F (stereo unspecified)	7.9	-2.6
O=C1NC(=O)N(Cc2ccco2)C(=O)/C1=C\c1cccn1CCOc1ccccc1	-1.8	1.3
COc1cc(CN2CCCC(C(=O)c3sccc3C)C2)cc(OC)c1O (stereo unspecified)	-11.1	9.0
CC(=O)OC1CC(OC2C(O)CC(OC3C(O)CC(OC4CCC5(C)C(CCC6C5CCC5(C)C(C7=CC(=O)OC7)C(O)CC65O)C4)OC3C)OC2C)OC(C)C1OC1OC(CO)C(O)C(O)C1O (stereo unspecified)	11.1	-1.7
C(#CCN1CCOCC1)COC/C=C/c1ccccc1	-8.3	-6.3
COc1ccc(CC2C(=O)N(C)C(=O)N(C)C2=O)c(OC)c1	19.9	-5.4
COc1ccc(CN2CCCC(C(=O)c3ccc(Cl)cc3)C2)c(OC)c1 (stereo unspecified)	-6.2	13.6
O=c1c2ccccc2nc(N2CCCC2)n1-c1ccccc1	-8.1	-1.3
CS(=O)(=O)c1ccc(C2=C(CNC(=O)c3ccc([N+](=O)[O-])cc3)[C@H]3CC[C@@H](C2)N3Cc2ccccc2)cc1	24.5	-7.6
CCC(C#N)(CC)P(=S)(c1ccccc1)c1ccccc1	-12.3	-3.5
NC(=O)c1cc(N2CC2)c([N+](=O)[O-])cc1[N+](=O)[O-]	12.4	-16.8
CCOc1ccc(NC(=O)c2c(O)[nH]c(=O)[nH]c2=O)cc1	-25.7	-2.2
CCCCOC(=O)COc1cc(C)cc2oc(=O)c3c(c12)CCC3	5.4	12.1
O=P(Oc1ccccc1)(Oc1ccccc1)C(O)c1ccc(Cl)cc1 (stereo unspecified)	0.6	0.8
Cn1c(O)c(C=NCCCCCCCCCCC(=O)O)c(=O)n(C)c1=O	7.5	0.9
N#Cc1ccc(NC(=S)N2Cc3ccccc3-n3nncc3C2)cc1	-4.5	-2.3
CP(=O)(O)CN1CCCCC1	5.5	-9.2
C[C@]12CC[C@H](O)CC1=CC(=O)C1C2CC[C@]2(C)C(=O)[C@H](O)CC12 (stereo partly specified)	-0.9	-1.6
Cn1c(O)c(C=NCCN2CCNCC2)c(=O)[nH]c1=O	5.3	1.4
COc1ccc(NP2(=O)OCC(C)(N)CO2)cc1 (stereo unspecified)	-29.5	2.0

Looked up above:
CC(=NCc1ccco1)c1c(O)n(-c2ccc(Cl)cc2)c(=O)[nH]c1=O – TAG inh: 1.2
COC(=O)C1=C(c2ccccc2)C[C@@H]2CC[C@H]1N2C(=O)N1CCC(O)CC1 – TAG inh DAPI viability: 3.3
CCOC(=O)C1(c2ccccc2)CCN(CCC(=O)Nc2ccc(C(=O)OC)cc2)CC1 – TAG inh: 0.5
O=c1c2ccccc2nc(/C=C/c2ccco2)n1-c1ccccc1O – TAG inh: -17.7

Additional records.
SMILES	TAG inh	TAG inh DAPI viability
CSc1nc2ccccc2c(=O)n1-c1cccnc1	-6.1	1.8
O=C(CN1CCCC1=O)N1CCOCC1	-8.4	2.2
CC(=O)OC1N=C(c2ccccc2)c2cc(C)ccc2NC1=O (stereo unspecified)	-3.9	-8.1
CCOP(=O)(C(NC(=O)c1ccccc1Cl)=C(Cl)Cl)c1ccccc1 (stereo unspecified)	2.6	-2.8
COc1ccc2c(c1)[nH]c1c(C)nccc12	8.3	119.0
Cc1ccc(CC(=O)N2CCN(C)CC2)cc1	-2.4	-3.1
COC(=O)C1=C(c2ccc(S(C)(=O)=O)cc2)C[C@@H]2CC[C@H]1N2C(=O)NCc1ccccc1	-3.1	1.6
c1ccc(C2CC2)c(OCC2=NCCN2)c1	14.0	1.5
CC1([N+](=O)[O-])COP(=O)(Nc2cccc(Cl)c2)OC1 (stereo unspecified)	-26.8	-4.9
COC(=O)C(O)(c1ccc(NC(=O)c2cccs2)c(C)c1)C(F)(F)F (stereo unspecified)	0.3	0.4
CCCCn1c(=O)c(C(=O)NCCc2ccccc2)c(O)c2ccccc21	-10.5	-2.7
CCc1nc2ccccc2c(=O)n1-c1ccc2ccccc2c1	-13.6	1.3
S=C=Nc1cccc(C2(N3CCCCC3)CCCCC2)c1	24.0	2.5
C#CC[N+]1(C)C2CCC1CC(O)C2 (stereo unspecified)	-2.5	4.5
O=c1c2ccccc2nc(CSc2ncnc3nc[nH]c23)n1-c1ccccc1	22.7	-1.2
O=C(c1ccc(Cl)cc1)C1CCCN(Cc2cccc3cnccc23)C1 (stereo unspecified)	-17.3	2.8
COC(=O)C1=C(c2ccccc2OCc2ccccc2)C[C@@H]2CC[C@H]1N2C(=O)NC1CCN(Cc2ccccc2)CC1	-14.5	3.9
Cc1ccsc1C(=O)C1CCCN(Cc2cnc(N3CCOCC3)s2)C1 (stereo unspecified)	-11.5	-5.0
COc1ccc(C2NCc3ccccc3-n3cccc32)cc1 (stereo unspecified)	5.5	3.8
CCC(=O)OC1(c2cccc(C)c2)CC(C)N(C)CC1C (stereo unspecified)	1.5	-4.5
Nc1cncc(C(=O)O)c1	3.6	-10.8
CCCOC(=O)C1C2CCC(O2)C1C(=O)O (stereo unspecified)	1.0	0.0
CN1OC[C@@H]2CN[C@H](c3ccc(Br)cc3)C[C@@H]21	-1.4	-1.9
Nc1c(C(=O)OC2CCCCC2)c2nc3ccccc3nc2n1CC1CCCO1 (stereo unspecified)	31.7	130.0
Cc1ccc2c(c1)C1CN(C)CCC1N2C(=O)/C(C#N)=C/c1ccc2c(c1)OCO2 (stereo unspecified)	1.0	17.9
(further entries)
SMILES	TAG inh	TAG inh DAPI viability
CC(=O)NC1=C(N2CC2C)C(=O)C(NC(C)=O)=C(N2CC2C)C1=O (stereo unspecified)	8.6	-9.5
Cc1cccc(-n2c(C)nc3ccc(Cl)cc3c2=O)c1	-10.4	-3.7
CCCNC(=O)N1C2CCC1CC(O)(c1cccnc1)C2 (stereo unspecified)	-6.5	-6.1
O=C(CN1CC(c2ccccc2)CC1=O)Nc1cccc(F)c1 (stereo unspecified)	8.2	0.5
CCN1CCN(CC(c2ccccc2)c2ccccc2)CC1	-0.8	9.8
O=c1c2ccccc2nc(-c2ccccc2)n1-c1ccccc1	-9.9	7.3
ClCCN(CCCl)c1ccc(C=NNc2ncccn2)cc1	4.5	-7.1
COC(=O)C1=C(c2cccc(Cl)c2)C[C@@H]2CC[C@H]1N2C(=O)NCC1CC1	-41.7	0.3
O=C(Cc1ccccc1)OC(COCc1ccccc1)CN1CCOCC1 (stereo unspecified)	3.6	-5.8
Cn1cc(C(=O)OCC(=O)Nc2ccccc2)c2ccccc21	41.1	-1.3
O=C1NC(=S)NC(=O)C1=Cc1ccc(OCc2ccccc2)cc1	0.7	-0.1
COc1cc2c(c(OC)c1OC)-c1ccc(C(=O)O)cc1[C@@H](NC(C)=O)CC2	-8.7	-7.8
O=C(CN1CCOCC1)c1ccc2cc[nH]c2c1	2.6	9.9
CCCN(CCC)C1CCc2ccc(O)cc2C1 (stereo unspecified)	8.9	1.3
CN(C)c1ccc(/C=C2/C(=N\O)C3CCN2CC3)cc1	-11.3	-4.4
COc1cc(CC2(CCc3ccncc3)C(=O)NC(=O)NC2=O)cc(OC)c1OC	-9.6	10.9
O=S(=O)(c1cccc2ccccc12)N1Cc2ccccc2-n2nncc2C1	-13.5	-1.8
